# Epigenetic mod = qHTS Assay for Epigenetic Modulators | actives 0.09% (n = 68,000) | AID 597, 2007 | Potency, µM (doses to about 46.1 µM), inactives show at the highest dose GFP derepression (activation) | mouse C127i GFP locus derepression, cytometry, 30 h; active = well fitted curve in the direction sought with a large enough effect; inconclusive = small, poorly fitted or top-dose-only effect; note: % of control where 0% means no effect
#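 Derepression screen: silenced CMV-GFP reporter in murine C127i cells, 30 h compound incubation at 37 C, washed cells imaged by laser-scanning cytometer to enumerate GFP-expressing objects of 20 to 120 um.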
# * = called active by the depositor; ? = inconclusive; [ ] = remark or other dose.
SMILES,Epigenetic mod
CSC1=Nc2sc3c(c2C2=NCCN12)CC(C)(C)OC3,8%[20.6 µM]
OCCOCCNc1ncnc2c1cnn2-c1ccc(Cl)cc1,6%[20.6 µM]
CCOc1ccc(-n2c(SCc3ccc(C#N)cc3)nnc2-c2cccnc2)cc1,0%[20.6 µM]
Cc1ccc(C(C)C)c(OCCNc2nc3c(c(=O)n(C)c(=O)n3C)n2C)c1,-5%[20.6 µM]
COc1ccc(-c2ncncc2-c2csc(C)n2)c(O)c1,8%[20.6 µM]
O=C1[C@@H]2[C@H](C(=O)N1O)[C@H]1C=C[C@@H]2C1,3%[20.6 µM]
CCOC(=O)c1ccc2nc(NC(NC(C)=O)(C(=O)OC)C(F)(F)F)sc2c1 (centres undefined),2%[20.6 µM]
CC1(C)Cc2c(sc3ncn4nnnc4c23)CO1,-5%[20.6 µM]
CCc1cc(=O)oc2cc(C)c(CN3CCCC3)c(O)c12,-4%[20.6 µM]
CN1CCc2c(C#N)c(N3CCCCC3)nc(NCc3ccccc3)c2C1,3%[20.6 µM]
COC(=O)c1c(-n2cnnn2)sc(C)c1C,-2%[20.6 µM]
COc1ccc(N2C(=O)CN=C2Nc2nc(C)cc(C)n2)cc1,0%[20.6 µM]
Cc1cc(C)nc(N(C#N)CC(=O)N(c2ccccc2)C(C)C)n1,-3%[20.6 µM]
CCOC(=O)c1c(C)n(C)c2ccc(OC)c(NC(=O)CN3CCSCC3)c12,-1%[20.6 µM]
Cc1ccc2cc(CN(C(=O)c3ccco3)c3ccccc3C)c(=O)[nH]c2c1,-4%[20.6 µM]
Cn1c(=O)c2c(nc(N3CCN(Cc4ccccc4)CC3)n2CC(=O)c2ccccc2)n(C)c1=O,5%[20.6 µM]
Oc1c(Cl)cc(Cl)cc1CNc1ccc(Br)cn1,2%[20.6 µM]
CC1=C(C(=O)Nc2ccccc2)C(c2ccncc2)C(C#N)=C(SCC(=O)NC(C)C)N1 (centres undefined),-3%[20.6 µM]
Cc1ccccc1C(=O)c1ccc2c(c1)n(C)c(=O)n2C,5%[20.6 µM]
CCOP(=O)(c1ccccc1)c1nc(-c2ccccc2C)oc1N1CCCCC1 (centres undefined),6%[20.6 µM]
CCCSc1nnc2n(Cc3ccccc3)c(=O)c3c4c(sc3n12)CCC4,8%[20.6 µM]
CN(CCNC(=O)c1ccc(/C=N/O)nc1)Cc1ccccc1,-6%[20.6 µM]
CC/C(C)=C1\SC(N2CCN(C(C)=O)CC2)=NC1=O,18%[20.6 µM]
c1ccc(C2=Nn3c(nnc3-c3ccccn3)SC2)cc1,0%[20.6 µM]
Nc1nnnn1/N=C/c1ccco1,-4%[20.6 µM]
# New compounds follow
SMILES,Epigenetic mod
CCC(C(=O)OCCN(CC)CC)c1ccccc1 (centres undefined),6%[20.6 µM]
Cn1c[n+](C)cc1/C=N/O,2%[20.6 µM]
O=C(O)CCCC(=O)Nc1ccn(-c2ccccc2)n1,0%[20.6 µM]
COc1cccc(-c2nc(N3CCC(C)CC3)c3ccccc3n2)c1O,4%[20.6 µM]
OCCN(CCO)c1ncnc2c1sc1nc(N3CCOCC3)c3c(c12)CCCC3,0%[20.6 µM]
O=CN1CCN(C(=O)CN2C(=O)c3ccccc3C2=O)CC1,2%[20.6 µM]
CCc1ccccc1NC(=O)CSC1=C(C#N)C(c2ccc(O)c(OC)c2)C2=C(CCCC2=O)N1 (centres undefined),0%[20.6 µM]
COc1ccc(CCn2c(=N)c(C(=O)NCc3ccco3)cc3c(=O)n4ccccc4nc32)cc1OC,-2%[20.6 µM]
CCOc1ccc(S(=O)(=O)N(C)C)cc1-c1nc2c(C(C)(C)C)nn(C)c2c(=O)[nH]1,2%[20.6 µM]
S=C(N=Nc1ccccc1)NNc1ccccc1,2%[20.6 µM]
COc1cccc(N2CCN(C(=O)c3ccc(=O)oc3)CC2C)c1 (centres undefined),6%[20.6 µM]
Nc1nc2n(n1)C(c1cccs1)CC(c1ccc(F)cc1)N2 (centres undefined),-4%[20.6 µM]
CC1(C)Cc2c(C#N)c(N3CCN(C(=O)c4ccco4)CC3)nc(Cc3ccccc3)c2CO1,-3%[20.6 µM]
Cc1ccc2c(c1)[C@@H]1CN(C)CC[C@@H]1N2S(=O)(=O)c1ccc(F)cc1,13%[20.6 µM]
COc1cc(NC(=O)NC(C)(C(F)(F)F)C(F)(F)F)cc(OC)c1OC,2%[20.6 µM]
CCN(CC)CCN1C(=O)C(=O)/C(=C(/O)c2c(C)[nH]c(C(=O)OC)c2C)C1c1cccc(OC)c1 (centres undefined),9%[20.6 µM]
CC1=CC=CN2CC(O)CN=C12 (centres undefined),-2%[20.6 µM]
Cc1nn(C)cc1C1C2=C(CC(C)(C)CC2=O)OC2=C1C(=O)CC(C)(C)C2,0%[20.6 µM]
CC(C)OCCCn1c(=N)c(C(N)=S)cc2c(=O)n3ccccc3nc21,-2%[20.6 µM]
Nc1ccc2ncccc2c1N,?
CCC(=O)Nc1nc(C)c(Oc2ccccc2)c(=O)[nH]1,5%[20.6 µM]
O=c1cc(N2CCCCC2)nc2n1CCCS2,2%[20.6 µM]
Cn1c(Cn2cnc3ccccc32)nc2ccccc21,0%[20.6 µM]
C=CCOc1nc2c(c(=O)n(C)c(=O)n2C)n1Cc1c(Cl)cccc1Cl,3%[20.6 µM]
CCC(CC)n1[nH]c(=O)cc1N,2%[20.6 µM]
# (continued)
SMILES,Epigenetic mod
C=C(C)CN(CC)CCC(=O)Nc1ccc(OC)cc1OC,0%[20.6 µM]
COc1ccc(C(C)=O)cc1CSCCC(=O)O,2%[20.6 µM]
Cc1cc(C)n(S(=O)(=O)/C=C/c2ccccc2)n1,-2%[20.6 µM]
c1ccc2c(c1)[nH]c1c(N3CCSCC3)ncnc12,4%[20.6 µM]
CSc1ccccc1NC(=O)c1c(Br)cnn1C,-3%[20.6 µM]
Cc1cccc(C)c1OCC(O)CNS(=O)(=O)c1ccccc1C(=O)N1CCOCC1 (centres undefined),10%[20.6 µM]
CCOC(=O)C1Cc2c([nH]c3ccccc23)C(C)N1 (centres undefined),-6%[20.6 µM]
O=C(Nc1ccc2c(c1)OCCO2)c1ccc(Br)o1,0%[20.6 µM]
CCn1cc(C(=O)NCc2ccco2)c(=O)c2cc(F)c(N3CCN(C(=O)c4ccco4)CC3)cc21,4%[20.6 µM]
Cn1c(SCC(=O)N2CCOCC2)nnc1-c1cccc(NC(=O)c2ccccc2F)c1,4%[20.6 µM]
CCOc1ccc(Cc2nc(N)nc(N)n2)cc1,6%[20.6 µM]
c1ccc(Cc2nnc3n2CCCCC3)cc1,-5%[20.6 µM]
CC1(C)NC(=O)N(CC(O)COc2ccccc2C(=O)Nc2ccccc2)C1=O (centres undefined),-3%[20.6 µM]
Cc1c(/C(O)=C2\C(=O)C(=O)N(CCCN(C)C)C2c2ccccc2)cnn1-c1ccccc1 (centres undefined),10%[20.6 µM]
Cc1ccccc1-c1nn2c(-c3ccccc3)nnc2s1,-6%[20.6 µM]
CCOc1ccc(Cn2c(O)cc(=O)[nH]c2=O)cc1,0%[20.6 µM]
CCOC(=O)c1ccc(NC(=O)Cn2nnc3ccccc32)cc1,-2%[20.6 µM]
CCOc1ccc(C2/C(=C(/O)c3ccc(F)cc3)C(=O)C(=O)N2CCCN(C)C)cc1 (centres undefined),0%[20.6 µM]
N#Cc1c(N2CCCCC2)nc(N2CCCCC2)c2c1CCN(Cc1ccccc1)C2,5%[20.6 µM]
Cc1cccc(OCc2nc(C)cc(=O)[nH]2)c1,-3%[20.6 µM]
CCOc1ccc(-c2nnc3sc(-c4ccccc4OC)nn23)cc1,-2%[20.6 µM]
O=C1C(=O)N(CCN2CCOCC2)C(c2ccccn2)/C1=C(/O)c1ccccc1 (centres undefined),15%[20.6 µM]
CC(=O)OCC(=O)[C@@]1(O)CC[C@H]2[C@@H]3CCC4=CC(=O)CC[C@]4(C)[C@H]3[C@@H](O)C[C@@]21C,0%[20.6 µM]
c1cncc(Oc2cccc(Oc3cccnc3)c2)c1,25%[20.6 µM]
CC1(C)Cc2c(C#N)c(OCC(=O)c3ccccc3)nc(-c3ccoc3)c2CO1,0%[20.6 µM]
# (further entries)
SMILES,Epigenetic mod
Nc1c(Br)cc2oc(-c3ccccc3)nc2c1Br,4%[20.6 µM]
COC(=O)c1cc(OC)c(OC)cc1N,6%[20.6 µM]
COc1ccccc1OCC(=O)Nc1ccc(S(=O)(=O)Nc2cc(C)nc(C)n2)cc1,5%[20.6 µM]
COc1cccc(C2/C(=C(\O)c3ccc4c(c3)OCCO4)C(=O)C(=O)N2CCCN(C)C)c1OC (centres undefined),-2%[20.6 µM]
COC(=O)CN1C2(C#N)CCCCC2CC2CCCCC21C#N (centres undefined),0%[20.6 µM]
CCOC(=O)c1cc(CC)sc1NC(=O)C1CC1,0%[20.6 µM]
CCCCOc1ccc(C(=O)OC2CC(C)N(C)CC2C)cc1 (centres undefined),9%[20.6 µM]
Cc1cc(N2C(=O)C(=O)/C(=C(/O)c3ccccc3)C2c2cccc(Br)c2)no1 (centres undefined),-2%[20.6 µM]
C=CCOc1nc2c(c(=O)n(Cc3ccc(Cl)cc3)c(=O)n2C)n1C,-3%[20.6 µM]
COC(=O)c1c(C)[nH]c(C(=O)OCc2ccc(F)cc2)c1C,3%[20.6 µM]
C(=N\n1cnnc1)/c1cccnc1,3%[20.6 µM]
COCCCN1C(=O)C(O)=C(C(=O)c2ccco2)C1c1ccc(Br)cc1 (centres undefined),0%[20.6 µM]
Cc1cc(C)n(CC(=O)n2nc(C)cc2C)n1,-3%[20.6 µM]
CCCCCCC(=O)N1CCN(c2cc3c(cc2F)c(=O)c(C(=O)O)cn3CC)CC1,-2%[20.6 µM]
CCOC(=O)c1[nH]c2ccc(OC)cc2c1NC(=O)CCN1CCCC(C)C1 (centres undefined),0%[20.6 µM]
Cc1ccc(C2C(C(=O)c3cc4ccccc4o3)=C(O)C(=O)N2CCCN(C)C)cc1 (centres undefined),-2%[20.6 µM]
Cn1c(N)c(C#N)c(C#N)c1-c1ccccc1,11%[20.6 µM]
Cc1ccc2cc(CNC(C)(C)C)c(=O)[nH]c2c1,-2%[20.6 µM]
c1ccc(CN2CCN(c3ncnc4c3[nH]c3ccccc34)CC2)cc1,-2%[20.6 µM]
CCNC(=O)N(C(=O)NCC)n1c(C)nnc1C,0%[20.6 µM]
CC(C)Cc1[nH]c(=O)c(C#N)c2c1CCCC2,5%[20.6 µM]
CCCCNC(=O)C(C#N)c1nc2ccccc2nc1N1CCN(c2ccccc2F)CC1 (centres undefined),6%[20.6 µM]
Cn1c(N2CCOCC2)nc2c1c(=O)n(Cc1ccc(Cl)cc1)c(=O)n2C,-7%[20.6 µM]
COc1ccc(OC)c(C2/C(=C(\O)c3ccc(OC)c(Cl)c3)C(=O)C(=O)N2CCN(C)C)c1 (centres undefined),-4%[20.6 µM]
CCOc1ccc(N=C(NC#N)SCC(=O)NC2CC2)cc1,2%[20.6 µM]

# For reference, 20 of the compounds above:
SMILES,Epigenetic mod
Nc1c(Br)cc2oc(-c3ccccc3)nc2c1Br,4%[20.6 µM]
COC(=O)c1cc(OC)c(OC)cc1N,6%[20.6 µM]
COc1ccccc1OCC(=O)Nc1ccc(S(=O)(=O)Nc2cc(C)nc(C)n2)cc1,5%[20.6 µM]
COc1cccc(C2/C(=C(\O)c3ccc4c(c3)OCCO4)C(=O)C(=O)N2CCCN(C)C)c1OC (centres undefined),-2%[20.6 µM]
COC(=O)CN1C2(C#N)CCCCC2CC2CCCCC21C#N (centres undefined),0%[20.6 µM]
CCOC(=O)c1cc(CC)sc1NC(=O)C1CC1,0%[20.6 µM]
CCCCOc1ccc(C(=O)OC2CC(C)N(C)CC2C)cc1 (centres undefined),9%[20.6 µM]
Cc1cc(N2C(=O)C(=O)/C(=C(/O)c3ccccc3)C2c2cccc(Br)c2)no1 (centres undefined),-2%[20.6 µM]
C=CCOc1nc2c(c(=O)n(Cc3ccc(Cl)cc3)c(=O)n2C)n1C,-3%[20.6 µM]
COC(=O)c1c(C)[nH]c(C(=O)OCc2ccc(F)cc2)c1C,3%[20.6 µM]
C(=N\n1cnnc1)/c1cccnc1,3%[20.6 µM]
COCCCN1C(=O)C(O)=C(C(=O)c2ccco2)C1c1ccc(Br)cc1 (centres undefined),0%[20.6 µM]
Cc1cc(C)n(CC(=O)n2nc(C)cc2C)n1,-3%[20.6 µM]
CCCCCCC(=O)N1CCN(c2cc3c(cc2F)c(=O)c(C(=O)O)cn3CC)CC1,-2%[20.6 µM]
CCOC(=O)c1[nH]c2ccc(OC)cc2c1NC(=O)CCN1CCCC(C)C1 (centres undefined),0%[20.6 µM]
Cc1ccc(C2C(C(=O)c3cc4ccccc4o3)=C(O)C(=O)N2CCCN(C)C)cc1 (centres undefined),-2%[20.6 µM]
Cn1c(N)c(C#N)c(C#N)c1-c1ccccc1,11%[20.6 µM]
Cc1ccc2cc(CNC(C)(C)C)c(=O)[nH]c2c1,-2%[20.6 µM]
c1ccc(CN2CCN(c3ncnc4c3[nH]c3ccccc34)CC2)cc1,-2%[20.6 µM]
CCNC(=O)N(C(=O)NCC)n1c(C)nnc1C,0%[20.6 µM]

# (cont.)
SMILES,Epigenetic mod
N#Cc1nc(COc2ccc(Br)cc2)oc1NCCN1CCOCC1,0%[20.6 µM]
CC1CCc2cc(F)cc3c(O)c(C(=O)NCc4ccco4)c(=O)n1c23 (centres undefined),7%[20.6 µM]
CC(C)Nc1nc(NC(C)C)nc(N(C)n2cnnc2)n1,-3%[20.6 µM]
Cc1ccc(-n2ncc3c(NCCCN4CCCC4=O)ncnc32)c(C)c1,4%[20.6 µM]
C#CCSC1=C(C#N)C(c2cccs2)C(C(=O)OCC)=C(C)N1 (centres undefined),5%[20.6 µM]
CCC(=O)Nc1nc2ccccc2n1Cc1ccccc1C,3%[20.6 µM]
CC(C)C1Cc2c(sc3c2c(=O)n(Cc2ccccc2)c2nncn32)CO1 (centres undefined),0%[20.6 µM]
Cc1ccc(-n2ncc3c(N4CCCC4)ncnc32)c(C)c1,4%[20.6 µM]
CCCCC(=O)Nc1c(O)c2ccccc2[nH]c1=O,0%[20.6 µM]
CCCCOc1ccc(CSC(CC(=O)O)C(=O)O)cc1 (centres undefined),-2%[20.6 µM]
CC(=O)CCn1c(=O)n(CCC(C)=O)c(=O)n(CCC(C)=O)c1=O,0%[20.6 µM]

# Screening results as filed in PubChem.

# This is a subset; count on the stated rates, not on these rows.
